Screens: PubChem, National Center for Advancing Translational Sciences (NCATS)
WRN helicase inh = inhibitors of human WRN helicase | WRN helicase unwinding, fluorescent forked duplex, kinetic | 360,000 tested, 0.46% active | Potency, µM (top dose mostly 114 µM), for the others: top-dose activity change, negative = inhibition, hits mostly inhibitors; note: potency is the fitted concentration of half-maximal effect; % is set by controls: 0 for no effect and ±100 for the full control effect; nearly all actives have a fitted effect of over 55% in size
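Screening of the MLSMR collection measured strand separation of a quenched forked DNA duplex (100 nM) by 20 nM WRN with 2 mM ATP, all final. Compounds were preincubated with enzyme 15 min at room temperature.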
IL1B secr inh = inhibitors of inflammasome signaling (IL-1 beta secretion) | THP-1 LPS/ATP IL-1B secretion, AlphaLISA, 16 h; stronger effect = lower value | activity change, % at 57.5 µM | 360,000 tested, 4.7% active; in the data active = activity change below about -50%; inconclusive = mostly about -30% to -49%; note: % is set by controls: 0 for no effect and ±100 for the full control effect
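THP-1 cells pretreated 1 hr with compounds (up to 57.5 uM final), then stimulated with LPS (250 ng/mL final) plus ATP (1.25 mM final); secreted IL-1B measured by AlphaLISA after 16 hr, decreased signal indicating inhibition.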
SW480 rerep = induces DNA re-replication in SW480 colon adenocarcinoma cells. 340,000 tested, 1.8% active. SW480 DNA re-replication, Hoechst DNA content imaging, 48 h. Potency, µM (top dose mostly 46.1 µM), without a hit: top-dose re-replication activation, usual class: activators; note: potency is the fitted concentration of half-maximal effect; % of control where 0% means no effect; nearly all actives have a fitted effect of over 55% in size
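Quantitative HTS format with DMSO vehicle controls; 48 hr drug incubation at 37 C, then 40 min Hoechst staining and scanning imager measurement at 405 nm excitation.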
ATXN2 expr inh = ATXN2 expression inhibition; 360,000 tested, 0.72% active; HEK-293 ATXN2-luciferase reporter, luminescence, 24 h; Potency, µM (top dose mostly 57 µM), for the others: at the highest dose activity change, negative = inhibition, actives largely listed as inhibitors; note: potency is the fitted concentration of half-maximal effect; % is set by controls: 0 for no effect and ±100 for the full control effect; nearly all actives have a fitted effect of over 55% in size
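qHTS (up to 57 uM final) was run with 24 h compound exposure of reporter cells at 37 °C. Each well was multiplexed: SteadyGlo luminescence measured ATXN2-luciferase expression after a fluorogenic Gly-Phe-AFC viability readout (25 uM final).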
KB-V1 cytotox = KB-V1 MDR subline cytotoxicity; KB-V1 MDR cells viability, CellTiter-Glo, 72 h; Potency, µM (top dose mostly 46.1 µM), without a hit: at the highest dose activity change, negative = cytotoxicity, most hits filed as cytotoxic; 400,000 tested, 3.4% active; note: potency is the fitted concentration of half-maximal effect; % is set by controls: 0 for no effect and ±100 for the full control effect; nearly all actives have a fitted effect of over 60% in size
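Potencies derive from concentration-effect curves fitted to normalized luminescence (CellTiter-Glo) of KB-V1 cells treated for 72 h at 37 degrees C in phenol-red-free DMEM containing 10% FBS.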
HT1080NT lethal = kills 2HG-producing HT-1080-NT fibrosarcoma cells; HT-1080-NT fibrosarcoma viability, CellTiter-Glo ATP luminescence, 48 h; Potency, µM (doses to about 46.1 µM), for the others: at the top dose activity, negative = less viability, actives largely listed as cytotoxic; 360,000 tested, 1.6% active; AID 686970;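 note: NT is the 2HG producing partner of a matched IDH1 knockdown line; potency is the fitted concentration of half-maximal effect; 0% = DMSO-treated cells and -100% = media-only wells without cells; nearly all actives have a fitted effect of over 55% in size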
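A 48-hour cytotoxicity screen used HT-1080-NT cells plated 2 hours before compound delivery. ATP-based CellTiter-Glo luminescence measured viability, normalized to DMSO and no-cell controls.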
HT1080 IDH1KD tx = HT-1080 IDH1 knockdown cell toxicity (counter line). HT-1080 IDH1 knockdown viability, ATP luminescence, 48 h. Potency, µM (titrated, usually from 46.1 µM), without a hit: top-dose activity, negative = toxicity, usual class: cytotoxic. 360,000 tested, 2% active. AID 686971;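 note: potency is the fitted concentration of half-maximal effect; 0% = DMSO wells and -100% = cell-free medium wells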
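Knockdown cells (IDH1KD HT-1080) received compounds 2 h after plating at 750 cells/well and were kept 48 h at 37 °C in 5% FBS RPMI. A CellTiter-Glo luminescence read gave % activity for curve fitting.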
KB-3-1 cytotox = KB-3-1 parental cell cytotoxicity | KB-3-1 viability, CellTiter-Glo ATP luminescence, 72 h | 400,000 tested, 1.4% active | Potency, µM (doses to about 46.1 µM), for the others: at the top dose activity change, negative = cytotoxic, usual class: cytotoxic; note: potency is the fitted concentration of half-maximal effect; % is set by controls: 0 for no effect and ±100 for the full control effect; nearly all actives have a fitted effect of over 60% in size
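Cytotoxicity in the drug-sensitive parental line KB-3-1 was scored as loss of CellTiter-Glo luminescence following 72 h incubation with compound. Values come from curve fitting of normalized concentration-response data.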
MCF10A rerep = inducers of DNA re-replication in MCF 10A breast cells; Potency, µM (titrated, usually from 46.1 µM), inactives show at the highest dose activity, positive = re-replication, most hits filed as activators; MCF 10A DNA re-replication, Hoechst nuclear intensity, 48 h; 350,000 tested, 2.9% active; note: potency is the fitted concentration of half-maximal effect; % of control where 0% means no effect; nearly all actives have a fitted effect of over 50% in size
Starred values were filed as active, the others as inactive; u = inconclusive; x = no result given; & = joins results of further samples; ! = repeats disagree; [ ] = another dose, or the depositor's remark. Unless noted, calls come from the whole dose curve; as a rule, active = well fitted curve in the direction sought with a large enough effect; inconclusive = small, poorly fitted or top-dose-only effect, or another doubt; inactive = no such curve, though single readings can be large; an effect the other way counts as inactive or inconclusive.

SMILES	WRN helicase inh	IL1B secr inh	SW480 rerep	ATXN2 expr inh	KB-V1 cytotox	HT1080NT lethal	HT1080 IDH1KD tx	KB-3-1 cytotox	MCF10A rerep
C#CCn1c(=NC(=O)c2ccc(Br)s2)sc2cc(NC(C)=O)ccc21	-23%	50	x	-11%	-2%	-21%	0%	20%	3%
CCCc1cc(=O)n2[nH]c(C)c(-c3ccc(Cl)cc3)c2n1	-4%	102	2%	u	u	u	-30%	u	0%
Cc1[nH]c2ccccc2c1SCC(=O)N1CCC(C)CC1	4%	-28	4%	x	9%	0%	2%	0%	1%
CC(NC(=O)c1ccccc1[N+](=O)[O-])C1CC2CCC1C2 (configuration not stated)	-12%	5	3%	6%	7%	5%	-2%	8%	23%
CCC(c1nnnn1Cc1ccco1)N1CCN(c2cc(Cl)ccc2C)CC1 (configuration not stated)	-4%	-60*	u	-37%	u	-25%	-25%	u	u
Cc1ccc(NC(=O)COc2ccc3c(c2)OCO3)c(C)c1	-18%	3	-4%	44%[activator]	0%	8%	8%	0%	7%
CCOC(=O)c1cc(-c2ccc(OC)cc2)nc2c1c(C)nn2CCC(N)=S	-9%	u	u	0%	0%	-23%	u	0%	u
Nc1cc(=O)[nH]c(SCC(=O)Nc2cc(S(=O)(=O)N3CCOCC3)ccc2Cl)n1	-7%[57.1 µM]	21	0%	-8%	u	-1%	1%	20%	-33%[inhibitor]
COc1ccccc1-c1cc(C(=O)Nc2sc3c(c2C#N)CCC(C)C3)c2ccccc2n1 (configuration not stated)	4%	-8	20%	-2%	0%	0%	20%	1%	0%[9.22 µM]
O=S(Cc1cc(Sc2ccccc2)nc(-c2ccccc2)n1)c1ccccc1 (configuration not stated)	-16%	-7	u	31%	u	u	u	u	23µM*
O=C(NCCc1ccncc1)Nc1ccc(Cl)cc1	-5%	0	-14%	-8%	18%	18%	22%	0%	4%
COc1ccc(NC(=O)CC2C(=O)N(c3ccc(OC)cc3)C(=O)N2Cc2ccc(OC)c(OC)c2)cc1 (configuration not stated)	1%	12	-12%	-20%&15%	0%&3%	-1%	-8%	-4%&7%	18%
Cc1cc(OCCN2CCCC2)cc(C(C)C)c1	-11%	-8	1%	-15%	-25%	-8%	-5%	4%	11%
CCCc1cc(=O)oc2cc(C)cc(OC(=O)c3ccco3)c12	-6%	-5	2%	-4%	u	-6%	7%	-16%	0%
COc1ccc(C(C(=O)NCc2ccccc2)N(C(=O)c2snc(C(N)=O)c2N)C2CCCC2)cc1O (configuration not stated)	7%	-21	27%	2%	6%	9%	1%	-6%	2%
CC(C)CCNC(=O)c1ccccc1SCC(=O)NC1CCCCCCC1	8%	-4	0%	2%	5.8µM*	2%	-5%	-14%	12%
O=C(COC(=O)c1ccc(F)cc1)NCCc1ccc(F)cc1	-1%	-5	-11%	-8%	14%	19%	5%	u	5%
CCCCn1c(=S)[nH]c2c(=O)n(C)c(=O)n(C)c21	2%	8	x	x	9%	-5%	1%	u	x
COc1cccc([C@@H]2CC=C(C(=O)O)[C@H](c3ccc(Br)cc3)N2S(=O)(=O)c2ccc(C)cc2)c1	-3%	35	-22%	8%	0%	5%	6%	0%	9%
Cc1cc(C)cc(N2CCCC2=O)c1	-9%	8	0%	-6%	-15%	-5%	-8%	4%	-1%
Cc1ccc(CN2CCC(C(=O)Nc3ccc(Oc4cccnc4)cc3)CC2)cc1	-32%	5	0%	-22%	-19%	-8%	-26%	-26%	-3%
Cc1ccc(Oc2ccc(-c3nc(N)nc(N)n3)cc2)cc1	3%	1	0%	2%	1%	-9%	-22%	-4%	21%
CS(=O)(=O)N1CCc2cc(NC(=O)c3ccc(Cl)cc3Cl)ccc21	-5%	-10	-4%	-12%	u	-14%	-1%	-2%	-11%
Cc1cccc(NC(=O)CSc2nc3ccccc3c3nc(CCc4c(C)n[nH]c4C)nn23)c1	-11%	-10	u	32µM*!	23µM*!	u	u	u	7.3µM*
CCOC(=O)C1(CCOc2ccccc2)CCN(Cc2ccc(OC)c(COC)c2)CC1	8%	-52*	u	-23%	u	u	13µM*	u	u
(next part)
SMILES	WRN helicase inh	IL1B secr inh	SW480 rerep	ATXN2 expr inh	KB-V1 cytotox	HT1080NT lethal	HT1080 IDH1KD tx	KB-3-1 cytotox	MCF10A rerep
O=C(COC(=O)COc1ccc(Cl)cc1)NC1CCCCC1	-2%	15	3%	1%	8%	-3%	-3%	-10%	-3%
O=C(Nc1ccc(NC(=O)c2ccco2)cc1)c1ccc2c(c1)OCO2	-7%	-8	2%	u	1%	u	u	-18%	u
CC1(C)CC(=O)C(/C=N/n2c(C(F)(F)F)nc3ccccc3c2=O)=C(O)C1	-10%	26	2%	1%	-23%	8%	u	-8%	u
CCC(=O)NC1=C(C#N)C2(CCCC2)Cc2ccccc21	-24%	2	-8%	-4%	10%	4%	6%	-2%	4%
c1cnc(SCCOc2cccc3ccccc23)nc1	-3%	-8	0%	52%[activator]	12%	12%	-7%	-3%	14%
CCN(CC(=O)Nc1ccccc1C(F)(F)F)C(=O)CCOc1ccc(C)cc1	-18%	10	-11%	-4%	u	-11%	-9%	13%	12%
CCOC(=O)N1CCN(C(=O)c2cn(C)c(=O)c3c2c2ccccc2n3C)CC1	-9%	63	27%	-3%	0%	u	u	u	-4%
N#CC1=C(N)OC2=C(C(=O)CCC2)C1c1ccoc1 (configuration not stated)	9%	-12	0%	-28%	13%	3%	2%	2%	-1%
CCN(C(=O)CSc1nnc(Nc2cccc(C)c2C)s1)C1CCS(=O)(=O)C1 (configuration not stated)	3%	-4	1%	-3%	8%	-3%	2%	1%	2%
CCOc1ccc2nc3ccc4[nH]onc4c3c2c1	-11%	u	2%	-17%	-5%	u	u	12%	14%
COc1ccc([C@H]2CC(=O)C=C(c3cc4ccccc4c4ccccc34)C2)cc1	-5%	21	u	9%	3%	-9%	-21%	-11%	-1%
CCOC(=O)C1CCN(S(=O)(=O)c2ccc(-n3cnnn3)c(C)c2)CC1	-4%[57.1 µM]	25	u	-5%	-1%	-1%	-2%[9.24 µM]	-1%	12µM*
O=C(Cc1ccc(S(=O)(=O)N2CCOCC2)s1)NNC(=O)c1ccccc1Cl	u	-11	1%	-24%	-19%	-7%	-1%	-3%	-3%
COc1ccc(CCNC(=O)NC(C(F)(F)F)C(F)(F)F)cc1OC	9%	23	-5%	5%	0%	0%	-1%	11%	-5%
CCN1C(=O)CSc2ccc(C(=O)NCc3ccc(OC)cc3)cc21	1%	-11	-3%	5%	-5%	3%	-3%	10%	-17%
COc1ccc(CN=C(N)N=C(N)N)cc1Cl	-5%	5	-48%[inhibitor]	-23%	3%	-22%	-19%	-20%	-39%[inhibitor]
Nn1c(SCC(=O)Nc2ccccc2Br)nnc1-c1ccco1	7%	-4	-4%	-10%	1%	4%	2%	1%	0%
CN(c1ncc(C(F)(F)F)cc1Cl)N1C(=O)C2ONC3(C(=O)CC(C)(C)CC3=O)C2C1=O (configuration not stated)	-4%	-2	-6%	-29%	0%	12%	7%	7%	12%

Compound profiles, from the list above:
Results for Nc1cc(=O)[nH]c(SCC(=O)Nc2cc(S(=O)(=O)N3CCOCC3)ccc2Cl)n1 → WRN helicase inh = -7%[57.1 µM]; IL1B secr inh = 21; SW480 rerep = 0%; ATXN2 expr inh = -8%; KB-V1 cytotox = u; HT1080NT lethal = -1%; HT1080 IDH1KD tx = 1%; KB-3-1 cytotox = 20%; MCF10A rerep = -33%[inhibitor]
Results for O=C(COC(=O)c1ccc(F)cc1)NCCc1ccc(F)cc1 → WRN helicase inh = -1%; IL1B secr inh = -5; SW480 rerep = -11%; ATXN2 expr inh = -8%; KB-V1 cytotox = 14%; HT1080NT lethal = 19%; HT1080 IDH1KD tx = 5%; KB-3-1 cytotox = u; MCF10A rerep = 5%

Arranged by molar mass (highest first): part of the list above.
SMILES	WRN helicase inh	IL1B secr inh	SW480 rerep	ATXN2 expr inh	KB-V1 cytotox	HT1080NT lethal	HT1080 IDH1KD tx	KB-3-1 cytotox	MCF10A rerep
CN(c1ncc(C(F)(F)F)cc1Cl)N1C(=O)C2ONC3(C(=O)CC(C)(C)CC3=O)C2C1=O (configuration not stated)	-4%	-2	-6%	-29%	0%	12%	7%	7%	12%
CCC(=O)NC1=C(C#N)C2(CCCC2)Cc2ccccc21	-24%	2	-8%	-4%	10%	4%	6%	-2%	4%
COc1ccc(CN=C(N)N=C(N)N)cc1Cl	-5%	5	-48%[inhibitor]	-23%	3%	-22%	-19%	-20%	-39%[inhibitor]
